PDI inh: PDI (human) enzyme inhibition | PDI insulin aggregation turbidity, A650, 90 min | 350,000 compounds, 0.052% hits | inhibition, % at 10 µM | AID 588391 | P07237;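 active means mean inhibition across replicates of 30% or more, whatever share of single replicates reach that level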;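 further: absorbance from insulin aggregation driven by PDI reduction with DTT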
Target sequence (P07237 whole entry, looked up): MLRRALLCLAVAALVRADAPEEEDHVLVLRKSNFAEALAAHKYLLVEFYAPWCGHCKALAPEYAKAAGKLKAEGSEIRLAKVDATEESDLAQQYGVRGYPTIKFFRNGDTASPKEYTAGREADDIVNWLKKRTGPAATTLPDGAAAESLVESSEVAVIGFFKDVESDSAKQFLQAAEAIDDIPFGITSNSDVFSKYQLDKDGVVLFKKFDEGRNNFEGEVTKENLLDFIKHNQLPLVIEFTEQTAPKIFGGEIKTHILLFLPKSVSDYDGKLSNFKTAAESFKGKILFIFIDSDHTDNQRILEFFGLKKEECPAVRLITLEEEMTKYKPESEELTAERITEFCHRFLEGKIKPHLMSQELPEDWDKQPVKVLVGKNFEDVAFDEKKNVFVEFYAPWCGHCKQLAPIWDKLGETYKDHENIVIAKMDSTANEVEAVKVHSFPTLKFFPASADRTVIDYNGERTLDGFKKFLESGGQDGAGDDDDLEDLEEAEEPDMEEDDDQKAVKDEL
TRPM1 prom inh: MITF TRPM1 promoter inhibition in SK-MEL-5 cells; SK-MEL-5 TRPM1 promoter luciferase, 24 h; inhibition, % at 12.5 µM; 330,000 compounds, 0.83% hits;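 active means mean inhibition across replicates of 60% or more, whatever share of single replicates reaches that level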; further: values of inactives mirror those of a sister screen read the other way
Exocytosis inh: blocks lytic granule exocytosis; TALL-104 LAMP-1 surface exposure, flow cytometry; cells stimulated with thapsigargin and PMA; inhibition, % at 10 µM; 360,000 compounds, 0.66% hits; AID 651702;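 active means inhibition above about 55%, limit read from the data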
HIF-2a inh: HIF-2a inhibition. 786-0 RCC cells HIF-2a reporter, luciferase luminescence, overnight. inhibition, % at 18.8 µM. 360,000 compounds, 0.72% hits. AID 624352;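 active means inhibition of the luminescence signal of 40% or more relative to plate controls, in a single-dose primary screen at 18.75 µM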
hiPSC survival: hiPSC single-cell survival enhancement. ATPlite luminescence; 100% = ROCK inhibitor wells, 0% = DMSO. survival enhancement, % at 20 µM. 360,000 compounds, 0.044% hits. AID 602274; in the data active means survival enhancement above about 18%;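 further: cells exposed to compounds for 16 hours before the ATP read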
CaV13 ICDI inh: Disruptors of the CACNA1D IQ motif to Ca2+-dependent inactivation inhibitor domain association, primary screening, Förster resonance energy transfer in intact living …. HEK cells, CFP/YFP FRET ICDI-IQ, plate reader, 10 min; percent FRET-ratio fall versus neutral wells. 340,000 compounds, 0.098% hits. inhibition, % at 12.3 µM. AID 743397;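 active means mean replicate inhibition of at least 30% and at least 1% of replicates passing that level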;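 further: 0% = median of the neutral control wells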
aDG glyco act: increases alpha dystroglycan glycosylation; activation, % at 10 µM; Pro5-aDG cells, alpha-DG glycosylation AlphaScreen (IIH6); 0% Pro5, 100% B10-LARGE cell signal; 360,000 compounds, 0.22% hits;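 active means activation of at least 8% versus controls, or a plate z-score of at least 8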;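 further: Pro5 are CHO cells carrying HIG-tagged alpha-DG that lacks glycosylation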
Vif imaging: inhibitors of HIV Vif; HEK293T cells, Vif self-association by quenched fluorescence, imaging, 24 h; inhibition, % at 7.49 µM; 340,000 compounds, 0.35% hits; in the data active means inhibition above about 50%, passing the limit was not always enough; further: some results filed as inactive read as strong as hits
NR2E3 ag-1: activates human NR2E3 receptor; AID 602229; 360,000 compounds, 0.35% hits; inhibition of corepressor binding, % at 3.98 µM; CHO-S Gal4-NCOR/VP16-NR2E3 two-hybrid, luciferase;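 active means inhibition above the mean of all tested compounds plus 3 SD, cut at about 70% in these data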;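 further: 0% = DMSO with NR2E3 transfected cells and 100% = cells lacking NR2E3 construct; higher means lower luciferase signal from less NR2E3 corepressor binding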
Target sequence (Q9Y5X4 whole entry, looked up, the tested form may be a part): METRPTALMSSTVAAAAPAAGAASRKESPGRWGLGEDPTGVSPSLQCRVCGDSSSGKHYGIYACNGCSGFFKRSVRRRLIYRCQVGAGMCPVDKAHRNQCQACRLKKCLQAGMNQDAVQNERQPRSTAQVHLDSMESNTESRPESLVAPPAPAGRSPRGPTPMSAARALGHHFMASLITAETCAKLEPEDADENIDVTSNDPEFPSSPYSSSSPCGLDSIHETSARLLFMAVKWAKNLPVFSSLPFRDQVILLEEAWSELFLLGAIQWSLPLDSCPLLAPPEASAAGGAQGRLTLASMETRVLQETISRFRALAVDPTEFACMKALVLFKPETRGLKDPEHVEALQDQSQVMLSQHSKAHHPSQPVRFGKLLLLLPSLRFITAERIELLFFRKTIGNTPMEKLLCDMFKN
NR2E3 ag-2: NR2E3 (human) agonism; inhibition of corepressor binding, % at 4.78 µM; AID 2300; 320,000 compounds, 0.12% hits; GST-NR2E3/biotin-RetCOR TR-FRET, 1536-well;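 active means percent inhibition above the cutoff of mean plus 3 SD of all tested compounds, set per screening campaign, cut at about 20% in these data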;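 further: 0% = DMSO wells and 100% = biotin wells as full block of FRET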
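system = GST-tagged NR2E3 plus biotinylated RetCOR corepressor | input = 1.35 nM GST-NR2E3 | also added = 7 nM biotin-RetCOR | schedule = 5 h incubation at 4 °C | measured by = TR-FRET with europium anti-GST and streptavidin-D2, 340 nm excitation | read-out = percent loss of FRET ratio relative to control wells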
Peg3 promoter: reduces Peg3 promoter-driven luciferase expression in HeLa | HeLa PEG-Prom luciferase reporter, luminescence, overnight | inhibition, % at 20 µM | 360,000 compounds, 1.7% hits | AID 588405;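 active means inhibition of at least 50% at 20 µM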
* marks the source's active call; other numbers are inactive results; · = no result given.

molecule,NR2E3 ag-1,Exocytosis inh,Vif imaging,PDI inh,CaV13 ICDI inh,NR2E3 ag-2,hiPSC survival,HIF-2a inh,aDG glyco act,TRPM1 prom inh,Peg3 promoter
COc1ccc(OCCSc2nnc(-c3cccnc3)n2N)cc1,-12,-2,0,-4,-3,-2,-0.3,4,-0.1,-1,-1
CCCNC(=O)c1ccccc1NC(=O)c1ccccc1N(C)S(=O)(=O)c1ccccc1,1,7,-18,1,-2,0,2.0,7,-0.2,-8,28
CCN1CCN(S(=O)(=O)c2ccc(Cl)c(C(=O)Nc3ccc(OC(F)F)cc3)c2)CC1,3,2,-3,-4,-7,5,0.6,-3,0.5,7,-9
CC(=O)c1c(C)n(C)c2ccc(O)cc12,-4,1,-6,10,·,-1,8.7,14,0.0,-12,-7
CC(=O)NC(CC(=O)Nc1cccc(S(=O)(=O)N2CCCCC2)c1)c1ccccc1 (stereo unspecified),16,2,-11,1,·,1,-1.2,10,-0.3,-5,23
CCn1nc(C(=O)NCc2nnc3ccccn23)c2ccccc2c1=O,-1,-6,6,-5,-7,·,1.6,-3,-0.1,1,1
CCc1nnc(NC(=O)C2CCCO2)s1 (stereo unspecified),0,-4,-4,-2,4,-2,0.2,-8,0.1,-6,5
CCCCC1=CC2=C(c3ccco3)C(=O)C(C)(OC(=O)c3ccc(OC)cc3)C(=O)C2=CN1CCCOC(C)C (stereo unspecified),-28,-4,3,4,-13,13,2.5,9,0.1,7,0
CCNC(=O)C1(C)CCCN1C(=O)c1ccc(C#N)cc1 (stereo unspecified),-11,1,·,-9,-5,·,-0.8,4,-0.1,·,7
COc1ccccc1/C=C1\SC(=S)N(CCC(=O)Nc2cccc(O)c2)C1=O,-7,30,0,0,-2,-1,-0.1,20,-0.1,-11,-5

Next compounds follow.
molecule,NR2E3 ag-1,Exocytosis inh,Vif imaging,PDI inh,CaV13 ICDI inh,NR2E3 ag-2,hiPSC survival,HIF-2a inh,aDG glyco act,TRPM1 prom inh,Peg3 promoter
CC(C)(C)OC(=O)N1CCC(C(=O)Nc2ccc3c(c2)CCC3)CC1,-76,-3,0,-16,-5,3,0.1,-274,-0.1,-86,-272
COc1ccc(-n2nc(C(=O)NCCCN3CCOCC3)c3ccccc3c2=O)c(OC)c1,-14,-9,-11,-8,-7,-3,-0.4,7,-0.1,-9,-6
CCc1ccc(NC(=S)N2CCC(NC(=O)c3ccccc3)CC2)cc1,16,4,17,-6,-3,1,1.6,-4,0.1,-1,-36
O=C(CSc1ccccc1Cl)NC1CCCc2ccccc21 (stereo unspecified),10,3,-2,1,-3,0,-0.5,12,-0.1,-1,8
CN(C(=O)CSc1nc(C2CC2)nc2ccccc12)c1nc(-c2ccccc2)cs1,-4,6,-7,10,-4,0,1.0,4,0.4,-4,-30
COc1cccc(/C=N/NC(=O)CC(=O)NCCc2ccc(OC)c(OC)c2)c1,-1,0,6,16,-5,-1,-0.3,8,0.1,-5,10
COc1cccc(NS(=O)(=O)c2ccc3c(c2)CCCN3C(C)=O)c1,22,2,0,-3,-8,0,0.2,-13,0.1,5,13
COc1ccc(C(=O)NC(C)c2cc(OC)c(OC)cc2Br)cc1 (stereo unspecified),-13,3,-2,3,-7,0,4.4,17,0.2,9,4
COc1cccc(/C=C/C(=O)OCC(=O)Nc2cc(S(=O)(=O)N3CCOCC3)ccc2C)c1,0,1,1,3,-5,5,0.2,11,0.0,4,22
CC1Nc2ccccc2C(=O)N1NS(C)(=O)=O (stereo unspecified),4,-2,11,-1,-2,0,1.2,15,-0.3,-3,9

(further entries)
molecule,NR2E3 ag-1,Exocytosis inh,Vif imaging,PDI inh,CaV13 ICDI inh,NR2E3 ag-2,hiPSC survival,HIF-2a inh,aDG glyco act,TRPM1 prom inh,Peg3 promoter
CCN1CCN(C(=O)CCc2nc3ccccc3n2-c2ccccc2)CC1,-3,-2,4,2,-6,0,6.8,12,0.0,5,8
O=C(NC1CCN(Cc2ccccc2)CC1)c1ccccc1,-16,-4,6,-1,-20,2,1.9,13,-0.1,3,9
CCOC(=O)C(=O)N(C)c1c(CC)nc2c(OCc3ccc(OC)cc3)cccn12,8,0,-10,-5,-12,·,0.4,7,-0.1,·,8
Cc1cccc(NC(=O)CSc2ccc3nnc(-c4cccnc4)n3n2)c1,-5,-6,-2,-2,-5,6,0.0,17,-0.1,5,10
Cc1cc(NC(=O)CCC(=O)N(Cc2ccco2)C(C(=O)NC2CCCC2)c2ccccc2C)no1 (stereo unspecified),-7,-1,-4,7,-4,2,-3.0,11,-0.1,4,5
CC(C)n1nccc1N(Cc1ccc(C#N)cc1)S(=O)(=O)c1ccccc1,1,-1,5,1,-3,0,0.1,13,0.1,0,5
Nc1nonc1-n1nnc(C(=O)N/N=C/c2cc(Br)ccc2O)c1CNc1ccccc1,-16,1,-16,-4,-6,1,-0.2,3,1.2,28,56*
N#CCC1c2ccccc2CCN1C(=O)Nc1cccc(Cl)c1 (stereo unspecified),13,1,1,9,-6,1,4.3,15,0.4,25,10
COc1ccc(/C=N/NC(=O)c2nnn(-c3nonc3N)c2-c2cccs2)cc1OC,10,-1,-5,-3,-14,-3,0.0,2,0.2,-27,1
COc1cccc(/C=N/n2nnc3c(cnn3-c3ccccc3)c2=O)c1,-39,-1,-2,-4,·,1,-0.8,-5,-0.2,-5,-12

New compounds follow
molecule,NR2E3 ag-1,Exocytosis inh,Vif imaging,PDI inh,CaV13 ICDI inh,NR2E3 ag-2,hiPSC survival,HIF-2a inh,aDG glyco act,TRPM1 prom inh,Peg3 promoter
CCOC(=O)C1=C(N)Oc2c(oc(CO)cc2=O)C1c1ccc(Cl)cc1 (stereo unspecified),-43,3,-1,3,-5,2,-0.5,20,0.0,5,22
COc1cc(N=Nc2ccc3ccccc3c2)ccc1O,-198,34,3,-4,-6,4,0.3,-298,-0.2,-56,-245
Cc1[nH]nc2c1C(c1ccoc1)C(C#N)=C(N)O2 (stereo unspecified),-20,1,6,-2,-4,-7,-2.3,20,-0.1,-3,2
Cc1ccc(-c2nnn(CC(=O)Nc3ccccc3N3CCOCC3)n2)cc1,15,2,·,-4,-7,1,0.1,3,0.3,4,12
CN(C)CCN(C(=O)C1CCN(S(=O)(=O)c2cccs2)CC1)c1nc2ccccc2s1,-3,-1,6,0,-8,2,-0.2,-65,0.7,-11,-91
Cn1c(N/N=C/c2cccs2)cc(=O)n(C)c1=O,-20,-2,-4,8,-5,3,-1.5,-94,-0.3,26,-45
CC(=O)c1ccc(NC(=O)CN2CCN(c3ncccn3)CC2)cc1,11,-3,0,0,-5,-2,8.1,2,0.5,4,5
Cc1cccnc1C(NC(=O)C1CCN(Cc2ccc3ccccc3n2)CC1)c1ccc(Cl)cc1 (stereo unspecified),-5,-1,0,-16,-5,·,-1.7,10,0.3,·,18
O=C(NCCN1CCOCC1)c1ccc(S(=O)(=O)Nc2ccccc2)cc1,1,12,1,-3,-6,·,-0.4,4,0.3,1,-2
O=C(NC1CCCN(Cc2ccc(Cl)cc2)C1)c1c(F)ccc(F)c1F (stereo unspecified),27,4,-1,0,-6,1,-0.1,24,-0.1,-4,15

(continued)
molecule,NR2E3 ag-1,Exocytosis inh,Vif imaging,PDI inh,CaV13 ICDI inh,NR2E3 ag-2,hiPSC survival,HIF-2a inh,aDG glyco act,TRPM1 prom inh,Peg3 promoter
CCN1C(=O)C2C(C1=O)N1C(c3cccs3)C3C(=O)N(CC)C(=O)C3N1C2c1cccs1 (stereo unspecified),-18,-2,2,0,-7,0,6.1,-1,-0.1,-2,13
CS(=O)(=O)N1CCc2cc(C(=O)N3CCN(c4ccc(F)cc4)CC3)ccc21,18,6,-3,8,-6,1,1.1,2,-0.4,-1,-2
CN=C1SC(CC(=O)Nc2ccccc2F)C(=O)N1C (stereo unspecified),-14,-1,7,0,-8,2,2.9,-1,0.3,3,-7
CC(C)CNc1nc(NC(C)(C)C)nc(Oc2ccc(=O)[nH]n2)n1,-5,3,2,5,-4,-2,0.4,9,-0.3,13,4
COc1ccc(-n2nc(C(=O)NCC(=O)N3CCC(C(N)=O)CC3)c3ccccc3c2=O)cc1,-5,-5,9,9,-2,1,-0.3,-9,-0.1,-5,-1
CCOC(=O)C1CCCN(C(=O)c2cc(COc3ccc(C)nc3)on2)C1 (stereo unspecified),-35,3,-2,5,-3,·,-0.1,-137,0.5,-4,-131
CCN1C[C@@H]2[C@@H]3C(=O)N(C)C(=O)[C@@H]3[C@](CC)(C(=O)OC)N2C1=NCc1ccccc1,-31,-11,·,3,-6,·,-1.0,2,-0.1,3,0
COCCn1c(C)cc(C(=O)CSc2nc3ccccc3o2)c1C,-90,-3,-15,4,-4,0,0.2,-124,0.9,-27,-190
COCCCNC(=O)/C=C/c1ccc(Cl)cc1Cl,-18,-3,-1,-4,-4,3,0.3,-150,0.1,-25,-116
O=C(CSc1ccc2nnc(-c3ccccn3)n2n1)Nc1ccc2c(c1)OCCO2,-6,-1,-11,-3,-6,-3,-0.4,4,-0.2,15,12
CC(C)OC(=O)Nc1ccc(-c2ccc(NC(=O)OC(C)C)cc2Cl)c(Cl)c1,-9,2,-4,3,-20,-1,0.6,-8,0.1,1,-9
CCCN(CCO)CCCc1ccccc1,-17,-2,5,-3,-5,2,1.0,9,-0.1,8,9
COc1ccc(-c2nn(-c3ccccc3)cc2CO)cc1,-96,-1,4,-4,-4,4,-0.6,-141,1.2,-47,-150

Profiles, quoted from the list. Screens in order: NR2E3 ag-1, Exocytosis inh, Vif imaging, PDI inh, CaV13 ICDI inh, NR2E3 ag-2, hiPSC survival, HIF-2a inh, aDG glyco act, TRPM1 prom inh, Peg3 promoter
`CS(=O)(=O)N1CCc2cc(C(=O)N3CCN(c4ccc(F)cc4)CC3)ccc21` across the screens: 18, 6, -3, 8, -6, 1, 1.1, 2, -0.4, -1, -2
`COCCn1c(C)cc(C(=O)CSc2nc3ccccc3o2)c1C` across the screens: -90, -3, -15, 4, -4, 0, 0.2, -124, 0.9, -27, -190
